Screening results as filed in PubChem BioAssay.
S3 lipid droplet = qHTS Assay for Lipid Storage Modulators in Drosophila S3 Cells; Drosophila S3 cells, BODIPY lipid droplet fluorescence, 18-24 h; cells fed with added oleic acid; AID 2685; 0.64% of 320,000 active; lipid storage change, negative = inhibition, % at the top dose, mostly 46.1 µM; hits show Potency in µM; active = well fitted inhibition curve with a large enough effect in the signal ratio, with a control signal flat, not every such curve was filed as active; inconclusive = small, poorly fitted or top-dose-only effect, or effect the other way, or a change in a side signal; the % refers to the signal ratio
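Laser-scanning cytometry quantifies lipid droplet accumulation (500–530 nm total intensity; droplet/cell object ratio) in oleic acid-fed (400 uM added) Drosophila S3 cells treated with a concentration series. 20 uM Triacsin C defined 100% inhibition.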
S3 lipid droplet cell count max = second read-out of S3 lipid droplet, no call of its own (marks repeat the call); cell number change, %; measured here: cell count max response;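 cells counted by Cell Tracker Red CMTPX staining in the red channel; peak over a dose series mostly up to 46.1 µM; percent activity relative to internal control wells on each plate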
The depositor's hits bear a star; i = inactive; ? = inconclusive; · = not tested or not shown. % is set by controls: 0 for no effect and ±100 for the full control effect; potency is the fitted concentration of half-maximal effect. Not all compounds are listed. The share of hits here may be higher or lower than overall.

SMILES | S3 lipid droplet | S3 lipid droplet cell count max
Cc1cc(OC(C)C(=O)NCCN2CCOCC2)c2c(C)cc(=O)oc2c1 (centres undefined) | i | 6
OC1(c2ccc3c(c2)OCO3)CCN(Cc2ccccn2)CC1 | i | 8
CSc1ccc(/C=C(/NC(=O)c2ccco2)C(=O)N2CCCCCC2)cc1 | ? | ·
CN=C1NN=C(c2cc(C)n(-c3ccc(Cl)cc3)c2C)CS1 | i | ·
CCC(C)NS(=O)(=O)c1ccc(OCC(=O)NCc2cccnc2)cc1 (centres undefined) | ? | ·
Cc1nn(C)c(C)c1CN(Cc1nc(CCC(C)C)no1)C(C)C | ? | ·
N#C/C(=C\c1ccc(O)cc1)C(=O)N1CCCC1 | 0% | 13
COc1ccccc1C1CC(c2ccccc2)=NN1C(=S)Nc1ccccc1 (centres undefined) | 2% | -11
CC1CCN(c2nc3c(c(=O)[nH]c(=O)n3C)n2Cc2ccccc2)CC1 | ? | ·
CCCCNC(=O)c1ccc(SCC(=O)N(CC)CC)c([N+](=O)[O-])c1 | ? | ·
CCOC(=O)c1c(C)nc2sc(C(N)=O)c(N)c2c1-c1ccc(OC)cc1 | i | 9
O=C(c1ccncc1)N1CCN(c2ccc3ccccc3n2)CC1 | ? | ·
S=c1[nH]nc(-c2cc(-c3ccccc3)n[nH]2)n1/N=C/C=C/c1ccccc1 | 0% | 6
O=C(CN1CCN(c2ccccc2F)CC1)c1ccc(O)c(O)c1 | 24% | -22
CN(C)c1ccc(C(=O)OCC(=O)Nc2ccc(N3CCOCC3)cc2)cc1 | 5% | 3
COC(=O)[C@@]1(Cc2ccc(OC)cc2)[C@H]2c3cc(C(=O)N4CCCC4)n(CCN4CCNC4=O)c3C[C@H]2CN1C(=O)c1ccccc1 | ? | ·
COc1ccc(S(=O)(=O)N(CC(=O)NC2CC3CCC2C3)c2ccccc2OC)cc1 (centres undefined) | 16% | 4
CC1CCN(c2oc(-c3ccccc3Cl)nc2C#N)CC1 | ? | ·
COc1ccc(N=N/C(=C\O)C(=O)c2ccco2)cc1 | ? | ·
Cc1ccc(S(=O)(=O)N2CCCN(Cc3nc4ccccc4c(=O)[nH]3)CC2)cc1 | ? | ·
O=C(CN1CC(c2ccccc2)CC1=O)OCc1cccc(Br)c1 (centres undefined) | -6% | 15
CCOC(=O)c1ccc(NC(=O)CNC(=O)c2ccco2)cc1 | i | 25
CNC(=O)c1cc(NC(=O)CCn2nc(-c3ccccc3)c3ccccc3c2=O)ccc1OC | -6% | 1
NNC(=O)c1sccc1OCc1cccc(C(F)(F)F)c1 | ? | ·
CCOc1ccc(C(C(=O)Nc2ccc(F)cc2)N(C(=O)Cn2nnc3ccccc32)C2CC2)cc1 (centres undefined) | ? | ·

Going on with the list:
SMILES | S3 lipid droplet | S3 lipid droplet cell count max
Cn1nc(C(=O)NC2CCCc3ccccc32)ccc1=O (centres undefined) | 21% | 19
CN(C)c1ccc(C2C3C(=O)N(c4ccc(C(=O)O)cc4)C(=O)C3ON2c2ccccc2)cc1 (centres undefined) | 6% | 14
O=c1c2c(n3cnnc3n1-c1ccccc1)-c1ccccc1CC21CCCC1 | ? | ·
c1ccc(NCn2cncn2)nc1 | ? | ·
c1ccc2c(c1)CCCN2Cc1nnc2n1CCCCC2 | ? | ·
CC(C)OC(=O)C1C(=O)CC(C)(O)C(C(=O)OC(C)C)C1c1ccccc1 (centres undefined) | ? | ·
O=C1NN(c2ccccc2)C(=O)/C1=C/c1ccc(-c2ccc(C(=O)O)cc2)o1 | i | 21
Nc1ccnc(Oc2ccc(F)cc2)c1 | ? | ·
COc1ccc(N2C(=O)C3C4C=CC(c5ccccc5)(C3C2=O)C2C(=O)N(c3ccc(OC)cc3)C(=O)C42)cc1 (centres undefined) | -1% | 22
CCC(=O)Nc1nc2ccc(S(C)(=O)=O)cc2s1 | -1% | -1
CCOC(=O)C/C(C)=N/NC(=O)c1cccs1 | ? | ·
CCCNC(=O)CN(Cc1ccco1)S(=O)(=O)c1ccc(OCC)cc1 | -14% | 3
CCOc1cccc(/C=C/c2cc(C(=O)O)c3ccccc3n2)c1OC | 7% | 5
O=C(N/N=C/c1cccc(OC(=O)c2ccccc2Cl)c1)c1cccnc1 | ? | ·
CCN(CC)C(=O)CCc1nnc(CCc2c[nH]c3ccccc23)o1 | 1% | 16
CCCC1CCC(c2ccc(C(N)=O)cc2)CC1 (centres undefined) | 0% | -3
O=C(CCN1C(=O)c2ccccc2C1=O)NC(=S)Nc1ccccc1 | 8% | -1
CC(C)CC(NC(=O)OC(C)(C)C)c1cn([C@@H](Cc2cc3ccccc3[nH]2)C(=O)N2CCN(C(=O)OC(C)(C)C)CC2)nn1 (some centres undefined) | 0% | 1
O=[N+]([O-])c1ccc(-c2cnc[nH]2)cc1 | 3% | 11
CC1CCN(c2nnc(N)s2)CC1 | ? | ·
CCOC(=O)CNC(=O)CSc1nc2ncc(Br)cc2[nH]1 | ? | ·
COc1ccc(Cl)cc1NC(=O)CN(C)C(=O)Cc1n[nH]c(=O)c2ccccc12 | 2% | -7
COc1ccc(N2CCN(c3oc(COc4ccc(Cl)cc4Cl)nc3C#N)CC2)cc1 | -15% | -9
COc1cccc(NC(=O)C(=O)NCc2ccncc2)c1 | ? | ·
Cc1ccc(S(=O)(=O)NNC(=O)Nc2ccc(Cl)c(Cl)c2)cc1 | ? | ·

New compounds follow
SMILES | S3 lipid droplet | S3 lipid droplet cell count max
Cc1cc(F)ccc1NC(=S)NC1CCCC1 | 24% | -9
COc1ccc(-c2cc(=NC(CC(C)C)C(=O)O)c3cc(C)ccc3o2)cc1 (centres undefined) | 24% | 29
Cc1sc2nc(SCc3ccc(C(=O)O)cc3)n(Cc3ccco3)c(=O)c2c1C | ? | ·
O=C(OCc1nnc(-c2ccccc2)o1)c1ccc(Cl)cc1 | ? | ·
COc1ccccc1C(c1nnnn1C(C)(C)C)N1CCCCCC1 (centres undefined) | ? | ·
O=C(CCCn1c(=O)[nH]c2cc(Cl)ccc2c1=O)NCCCN1CCCC1 | ? | ·
COc1ccccc1NC(=O)c1cc(S(=O)(=O)N2CCOCC2)ccc1Cl | ? | ·
CCNc1nc(NCC)nc(N/N=C/c2ccc(OC)cc2)n1 | ? | ·
CCCCn1c(N)c(N(Cc2ccccc2OC)C(=O)c2cc(CC)c(C)s2)c(=O)[nH]c1=O | ? | ·
CN(C)c1nc(N)nc(CSc2n[nH]c(-c3ccccc3)n2)n1 | ? | ·
Cc1ccccc1Cn1nc(C)c(NC(=O)c2sc3ccccc3c2Cl)c1C | ? | ·
CC(=O)Nc1ccc(C(=O)CSc2nnnn2C(C)C)cc1 | ? | ·
O=C(Oc1ccc(Cl)c2cccnc12)c1cccc([N+](=O)[O-])c1 | ? | ·
CC(/C=N/NC(=O)c1ccccc1F)c1ccccc1 (centres undefined) | 11% | 13
C=CCOc1cccc(C(=O)N2CCCC(CNS(=O)(=O)c3cccs3)C2)c1 (centres undefined) | 11% | 12
CCN(CC)S(=O)(=O)c1ccc2[nH]c(=O)cc(C(=O)NCc3ccccc3)c2c1 | ? | ·
COC(=O)c1cc(NCc2ccccc2F)ccc1N1CCOCC1 | ? | ·
CCc1ccc(NC(=S)Nn2cnnc2)cc1 | ? | ·
O=C1C2C3CCC(C3)C2C(=O)N1CNc1ccccc1 (centres undefined) | ? | ·
COc1cc2[nH]c(=S)n(NC(=O)CC(C)C)c(=O)c2cc1OC | i | -3
O=C(c1cccc(Cl)c1)N(Cc1cccs1)C1CCS(=O)(=O)C1 (centres undefined) | ? | ·
Cc1cc2nc(SC(C)C(=O)O)[nH]c2cc1C (centres undefined) | 21% | 3
O=C(CCC1CCCCC1)Nc1nncs1 | ? | ·
Cc1ccc(C)c(NC(=O)CSc2nnc(CNC(=O)c3ccco3)n2C)c1 | ? | ·
C#CCOCCOCCOCCNc1nc(N2CCN(C(=O)Cn3cc(CCO)nn3)CC2)nc(N2CCN(C(=O)[C@H](C(C)C)n3cc(CCO)nn3)CC2)n1 | -5% | 19

An excerpt from above in order of heavy-atom count, descending:
SMILES | S3 lipid droplet | S3 lipid droplet cell count max
COc1ccccc1C(c1nnnn1C(C)(C)C)N1CCCCCC1 (centres undefined) | ? | ·
O=C(c1cccc(Cl)c1)N(Cc1cccs1)C1CCS(=O)(=O)C1 (centres undefined) | ? | ·
O=C1C2C3CCC(C3)C2C(=O)N1CNc1ccccc1 (centres undefined) | ? | ·

The list goes on:
SMILES | S3 lipid droplet | S3 lipid droplet cell count max
N#CCC(=O)N1CCn2c1nc1ccccc12 | i | ·
CCCn1c(SC(C)C(=O)NCC2CCCO2)nc2sc(CC)cc2c1=O (centres undefined) | ? | ·
OCCC1CN(Cc2ccc(F)cc2)CCN1CCc1ccccc1 (centres undefined) | 27% | 10
CCOc1cc(/C=C(\C#N)C(=O)NCC2CCCO2)ccc1O (centres undefined) | ? | ·
CC(C)c1ccccc1OCCNC(=S)NC(=O)c1cccnc1 | ? | ·
COc1ccc(Nc2nc3ccccc3nc2NS(=O)(=O)c2cccs2)cc1 | -8% | -11
CC(=O)N1CCN(c2ccc(NC(=O)c3ccccc3Cl)cc2)CC1 | ? | ·
Cn1cc([N+](=O)[O-])c(C(=O)Nc2ccc(-c3nc4ccccc4o3)cc2)n1 | -6% | 5
CC(C)(C)CN1C(=O)C(=O)NC[C@H]1Cc1cccc2ccccc12 | 1% | 7
CC(C)(C)OC(=O)N1CCC[C@@H]1C(=O)N1CCC(C(=O)O)CC1 | ? | ·
CC(C)(C)c1ccc(S(=O)(=O)N2CCC(N3CCCCC3)CC2)cc1 | ? | ·
O=C(Nc1ccccc1Cl)C1C(c2ccccc2)C1(Cl)Cl (centres undefined) | 9% | 14
CCOC(=O)c1c(SCc2ccccc2)n[nH]c1N | -21% | ·
CC(=O)c1c(C(C)=O)c(C)n(-c2ccc(N)cc2)c1C | ? | ·
CCOC(=O)CN1C(=O)N(c2ccccc2OC)S(=O)(=O)c2ccccc21 | i | 10
CSCCC(NC(=O)c1ccc(Cl)cc1Cl)C(=O)NCc1ccccn1 (centres undefined) | 4% | ·
NC(=O)CSc1nnc(-c2ccccn2)n1Cc1ccco1 | 0% | 22
S=C(c1ccccc1)N1CCSCC1 | 5% | 16
CCCCN(C(=O)/C=C/c1ccc(OC)cc1)C1CCS(=O)(=O)C1 (centres undefined) | 16% | 23
CCO[C@@H]1OC(C(=O)N2CCCCCCC2)=C[C@H](c2ccc(C(F)(F)F)cc2)[C@H]1CCCO | ? | ·
Clc1ccc(NC2=NCCC2)cc1Cl | ? | ·
O=C(CNC(=O)c1ccccc1)NCC(=O)OCC(=O)c1ccccc1 | ? | ·
CCOc1ccc(-n2c(COc3ccccc3)nnc2SCC(N)=O)cc1 | ? | ·
COc1ccc(S(=O)(=O)N(C)C)cc1NCC(=O)Nc1ccc(F)cc1F | ? | ·
CC(=O)Nc1ccc(S(=O)(=O)Nc2nc(CN3CCOCC3)nc3sc4c(c23)CCCC4)cc1 | ? | ·

The list goes on.
SMILES | S3 lipid droplet | S3 lipid droplet cell count max
CCN1C(=O)/C(=C/c2cn(C)nc2C)SC1=S | i | ·
Cc1ccc(S(=O)(=O)NC(C)(C)CSc2nnc(Nc3ccccc3)s2)cc1 | ? | ·
Cc1cccc(OC(C)C(=O)N2CCCN(C)CC2)c1C (centres undefined) | 20% | 9
O=Cc1c[nH]c2ccc(C(=O)c3ccccc3)cc12 | ? | ·
CCn1nc(C)cc1C(=O)N1CCc2c([nH]c3ccccc23)C1c1cc(F)ccc1F (centres undefined) | -10% | 8
Cc1ccccc1S(=O)(=O)Cc1ccc(C(=O)NCCN(CC(C)C)CC(C)C)o1 | 1% | 18
CCOC(=O)NCCOC(=O)Nc1ccc(Cl)cc1 | -3% | -18
COC(=O)c1ccc(COC(=O)c2cccn2C)o1 | ? | ·
COc1ccc(C(=O)/C=C/Nc2cccc(O)c2)cc1 | i | ·
CCOC(=O)c1cc2c(=O)n3ccccc3nc2n(CC(C)C)c1=NC(=O)c1c(-c2c(F)cccc2Cl)noc1C | ? | ·
CC1Oc2ccccc2C(=O)N(CC(=O)c2ccc3c(c2)OCCO3)C1=O (centres undefined) | i | -8
O=C(NC1(C(F)(F)F)C(=O)Nc2c1c(=O)[nH]c(=O)n2-c1ccccc1)c1cccnc1 (centres undefined) | -1% | -1

Structural class: the entries above with an aryl thioether with sulfur outside any ring.
SMILES | S3 lipid droplet | S3 lipid droplet cell count max
CSc1ccc(/C=C(/NC(=O)c2ccco2)C(=O)N2CCCCCC2)cc1 | ? | ·
CCCCNC(=O)c1ccc(SCC(=O)N(CC)CC)c([N+](=O)[O-])c1 | ? | ·
CCOC(=O)CNC(=O)CSc1nc2ncc(Br)cc2[nH]1 | ? | ·
Cc1sc2nc(SCc3ccc(C(=O)O)cc3)n(Cc3ccco3)c(=O)c2c1C | ? | ·
CN(C)c1nc(N)nc(CSc2n[nH]c(-c3ccccc3)n2)n1 | ? | ·
CC(=O)Nc1ccc(C(=O)CSc2nnnn2C(C)C)cc1 | ? | ·
Cc1cc2nc(SC(C)C(=O)O)[nH]c2cc1C (centres undefined) | 21% | 3
Cc1ccc(C)c(NC(=O)CSc2nnc(CNC(=O)c3ccco3)n2C)c1 | ? | ·
CCCn1c(SC(C)C(=O)NCC2CCCO2)nc2sc(CC)cc2c1=O (centres undefined) | ? | ·
CCOC(=O)c1c(SCc2ccccc2)n[nH]c1N | -21% | ·
NC(=O)CSc1nnc(-c2ccccn2)n1Cc1ccco1 | 0% | 22
CCOc1ccc(-n2c(COc3ccccc3)nnc2SCC(N)=O)cc1 | ? | ·
Cc1ccc(S(=O)(=O)NC(C)(C)CSc2nnc(Nc3ccccc3)s2)cc1 | ? | ·
